Screening data: PubChem BioAssay, several laboratories
Tb MetRS inh: blocks T. brucei methionyl-tRNA synthetase activity; purified T. brucei MetRS, ATP depletion, Kinase-Glo luminescence; AID 624268; inhibition, % at 11.9 µM; 360,000 compounds, 0.4% hits;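 active means inhibition above a per-plate cutoff of the control wells' mean inhibition plus 3 SD, cut at about 5.5% in these data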;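 further: 0% = DMSO wells median and 100% = median of wells with control inhibitor compound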
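Test system – parasite MetRS enzyme · Reagent – substrates ATP, L-methionine and bulk Escherichia coli tRNA · Doses – 11.9 µM compound single dose, 0.9% DMSO · Times – 15 min enzyme-compound preincubation, 2 h reaction, 10 min detection, 25 °C · Signal – Kinase-Glo luminescence, ATP depletion format · Controls – DMSO-only wells as low control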
CendR NRP1 mod: NRP-1/CendR interaction modulation. AID 602438. O14786. 360,000 compounds, 0.85% hits. FAM-RPARPAR peptide binding to NRP-1, fluorescence polarization. inhibition, % at 25 µM;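 active means inhibition or corrected inhibition above about 18%, plus a signal ratio from 0.5 to 1.5, limit read from the data, passing the limit was not always enough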; further: strong numbers were not always called active
FAS-TE inh: blocks the thioesterase domain of human fatty acid synthase; recombinant FAS-TE, OMFH fluorogenic substrate, fluorescence endpoint; inhibition, % at 15 µM; 360,000 compounds, 0.67% hits; P49327;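 active means compounds whose normalised, plate-corrected inhibition of enzyme fluorescence in the single-dose primary screen is 50% or more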;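 further: 0% = DMSO with enzyme and 100% = substrate without enzyme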
bovine MsrA act: bovine methionine sulfoxide reductase A activation. purified bovine MsrA, absorbance read-out. activation, % at 10.6 µM. 360,000 compounds, 0.3% hits. AID 602163; in the data active means activation above about 7.5%;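 further: 0% = vehicle and 100% = reference activator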
SKN-1 inh: C. elegans SKN-1 inhibition. AID 624304. 360,000 compounds, 0.49% hits. inhibition, % at 21.8 µM. C. elegans VP596 Pgst-4::GFP/RFP ratio, acrylamide-induced, 24 h;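 active means interference check ratio from 0.5 to 1.5 plus GFP to RFP signal ratio inhibition reaching or exceeding a fixed threshold, cut at about 30% in these data, passing the limit was not always enough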; further: some compounds called inactive have numbers as strong as hits
E coli Lon inh: inhibits E. coli Lon protease | P0A9M0 | purified E. coli Lon protease, fluorescence polarization | inhibition, % at 7.94 µM | 360,000 compounds, 0.42% hits | AID 602123; in the data active means inhibition above about 13%, passing the limit was not always enough;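 further: 0% = enzyme with probe and DMSO and 100% = no enzyme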
Target sequence (P0A9M0 whole entry, looked up): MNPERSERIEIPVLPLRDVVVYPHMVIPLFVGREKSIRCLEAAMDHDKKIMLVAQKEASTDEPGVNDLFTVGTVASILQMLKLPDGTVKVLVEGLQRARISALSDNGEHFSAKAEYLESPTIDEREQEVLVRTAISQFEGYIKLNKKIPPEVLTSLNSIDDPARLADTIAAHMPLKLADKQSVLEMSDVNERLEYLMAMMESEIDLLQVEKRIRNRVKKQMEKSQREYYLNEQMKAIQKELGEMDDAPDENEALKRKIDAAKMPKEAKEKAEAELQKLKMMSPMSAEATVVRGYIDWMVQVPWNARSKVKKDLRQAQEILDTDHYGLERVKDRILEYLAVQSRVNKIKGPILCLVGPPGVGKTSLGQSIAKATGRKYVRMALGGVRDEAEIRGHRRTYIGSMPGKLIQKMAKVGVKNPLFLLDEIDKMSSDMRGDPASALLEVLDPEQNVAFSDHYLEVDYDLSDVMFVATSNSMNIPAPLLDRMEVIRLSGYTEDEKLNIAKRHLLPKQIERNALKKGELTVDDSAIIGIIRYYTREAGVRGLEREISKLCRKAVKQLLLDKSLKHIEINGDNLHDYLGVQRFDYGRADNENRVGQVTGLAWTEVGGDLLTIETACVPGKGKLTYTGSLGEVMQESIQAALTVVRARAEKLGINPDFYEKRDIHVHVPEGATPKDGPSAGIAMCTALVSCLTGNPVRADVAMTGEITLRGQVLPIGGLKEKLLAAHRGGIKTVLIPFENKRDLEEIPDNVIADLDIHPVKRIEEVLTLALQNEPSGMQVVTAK
MT1-MMP act inh: blocks activation of human MT1-MMP. 360,000 compounds, 0.061% hits. HT1080 RFP-PRO-GFP cells, GFP/RFP ratio fluorescence, overnight; percent of plate control window, DMSO zero. GFP/RFP ratio change, % at 20 µM. P50281;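 active means GFP/RFP ratio change of at least 30% with cell ATP level not reduced by more than half and red fluorescence within 50% of control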; further: strong numbers were not always called active
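Assay system: HT1080 cells carrying an RFP-PRO-GFP reporter | Dosing: Single dose of 20 µM compound, 1% DMSO final | Incubation: Cells overnight before dosing, compound overnight, 37 °C, 5% CO2 | Evaluation: GFP/RFP fluorescence ratio | Control set: DMSO and RFP-L50D-GFP cell wells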
MsrA inh: inhibits bovine methionine sulfoxide reductase A. purified bovine MsrA, absorbance read-out. inhibition, % at 15.5 µM. 360,000 compounds, 0.75% hits. AID 651718; in the data active means inhibition above about 4.5%;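 further: 0% = vehicle wells with enzyme and 100% = reference inhibitor wells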
MLLE-PAM2 inh: blocks PAM2 peptide binding to the PABP1 MLLE domain; GST-MLLE / FITC-PAM2 fluorescence polarization; inhibition, % at 20 µM; 360,000 compounds, 0.36% hits; AID 588489; in the data active means inhibition above about 35%, passing the limit was not always enough;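 further: plate controls were DMSO wells with GST-MLLE for no effect and wells lacking GST-MLLE protein for full effect; some results filed as inactive read as strong as hits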
The depositor's hits bear a star; . = not tested or not shown.

structure	Tb MetRS inh	CendR NRP1 mod	FAS-TE inh	bovine MsrA act	SKN-1 inh	E coli Lon inh	MT1-MMP act inh	MsrA inh	MLLE-PAM2 inh
COc1ccc(Cl)cc1NC(=O)CN(C)C(=O)CSc1ccc2c(c1)OCCO2	-0.1	11	13	-1	9	-3	4	1.5	5
CC1(C)C/C(=N\NC(=S)Nc2ccccc2F)c2cc(O)ccc2O1	-0.3	-4	7	-4	-1	4	0	0.9	21
Cc1cccnc1NC(=O)COc1ccc2oc3c(c2c1)CCCC3	-0.5	8	2	-10	-13	-5	5	0.5	22
N/C(=N\O)c1ccc(NC(=O)c2ccc(Br)o2)cc1	-0.2	10	-8	-4	-3	-5	10	0.5	2
O=C(Nc1nc2n(n1)C(c1ccccc1)CC(c1ccc(Cl)cc1)N2)c1ccco1 (stereo not given)	-0.2	2	5	-4	14	-4	3	-0.6	2
CN(Cc1ccco1)S(=O)(=O)c1nnc(NC(=O)c2ccccc2Cl)s1	0.0	-49	-3	-4	10	-9	-3	2.0	20
CC(C)[C@H](NS(=O)(=O)c1ccccc1F)C(=O)NC1CCCCC1	0.0	-5	-6	-8	-5	7	0	1.6	7
CC1(C)CC(=O)C2=C(C1)Nc1ccccc1S2	0.1	59	-7	-4	32	40	-14	-0.4	30
CCOC(=O)C1(CCOc2ccccc2)CCN(Cc2ccc(CO)o2)CC1	-0.8	4	-5	-7	7	-7	-2	-0.2	-2
O=C(c1ccco1)N1CCN(C(=O)c2cnn3c2NC(c2cccs2)CC3C(F)(F)F)CC1 (stereo not given)	-1.4	-2	-3	-6	-7	2	0	1.7	-2
O=C(O)c1cc2ccccc2cn1	-0.5	-11	-4	-13	2	-16	-7	-1.0	-21
O=C(O)CC1NC(=O)N(C2CCCCC2)C1=O (stereo not given)	0.4	3	-4	0	1	-1	1	2.3	0
CSCCCNC(=S)N1CCc2ccccc2C1	0.2	9	-4	-5	9	-5	9	-1.1	-126
N#Cc1ccc2ccn(CC(=O)NC3CCCCC3)c2c1	-0.9	13	0	-7	-22	-6	-1	3.2	-10
Cc1cc(=O)oc2cc(OCCCN3C(=O)c4ccccc4C3=O)ccc12	0.4	-3	-6	-1	-13	-4	1	-0.1	-19
C=CCc1ccc(OCCn2cccc2C=O)c(OC)c1	-0.8	3	6	-8	1	-2	-2	0.8	-6
CC(=O)Nc1ccc(S(=O)(=O)N2CCN(C(=O)c3ncoc3-c3ccccc3)CC2)cc1	-0.7	1	-2	0	1	-13	4	-0.3	13
Cc1ccc(F)c(NC(=O)CCOc2ccccc2C)c1	-0.1	7	5	-2	-16	-13	-11	-0.5	13
COc1ccc(OC)c(C2C(C(N)=O)=C(C)Nc3nc(-c4cccc(Cl)c4)nn32)c1 (stereo not given)	0.1	7	2	-2	-11	-1	-42	0.3	16
O=C(c1ccc(CS(=O)(=O)c2ccccc2)o1)N1CCOCC1	-1.1	-21	-1	-10	-12	4	4	1.5	19
O=C(NC(Nc1nc2ccc([N+](=O)[O-])cc2s1)(C(F)(F)F)C(F)(F)F)c1ccccc1	-1.9	-34	11	-7	-8	-22	-32	2.8	-26
COC(=O)c1sccc1NC(=O)CCC1CCCCC1	0.1	-4	14	-2	8	6	-3	1.7	7
CCOC(=O)CNc1ncc(C(F)(F)F)cc1Cl	0.3	0	-2	-2	-17	-8	7	-0.2	-5
COc1cc(/C=C/C(=O)O)cc(S(=O)(=O)NCCCC(=O)O)c1OC	-0.9	1	-2	-4	7	-8	-2	-0.6	12
Cc1ccc(NC(=O)COC(=O)c2ccc3c(c2)OCCO3)cc1	-0.2	-7	3	0	7	-6	0	0.0	-10
COc1cccc(NC(=S)NCc2cccnc2)c1	-0.3	-4	-4	-8	8	7	6	0.0	8
O=C(Cc1ccc([N+](=O)[O-])cc1)OCc1c(F)cccc1Cl	-1.0	-1	36	-4	-9	-14	0	-1.6	-2
CCOC(=O)CNC(=O)N1CCCC(N(C)CCc2ccccc2)C1 (stereo not given)	0.3	1	-2	-5	-1	4	-1	0.1	7
O=S(=O)(Nc1nnc(C(F)(F)F)s1)c1ccc(Cl)cc1	-1.4	2	18	-5	-2	2	0	-0.8	-13
CC(C)(C)S(=O)(=O)c1c(C(=O)O)cccc1C(=O)O	-0.4	-2	-6	-2	-9	-11	7	0.6	-4
COc1cccc(NC(=S)N(Cc2ccco2)C(C)c2ccco2)c1 (stereo not given)	-0.8	-7	7	-8	-3	-7	0	-0.6	-28
O=C(OCc1nc2scc(-c3ccccc3)c2c(=O)[nH]1)c1ccco1	-0.1	-8	-2	-3	17	6	3	-1.3	-5
CC1(Cc2ccc(F)cc2)C(=O)Nc2ccc(S(=O)(=O)NC3CCCCC3)cc21 (stereo not given)	0.1	3	15	1	18	7	-5	-0.1	-10
c1ccc2c(c1)ccc1nnnn12	-0.2	2	-3	-3	1	-1	-1	0.3	3
Cc1c(C(=O)NN)sc(-c2ccccc2)c1C#N	0.6	0	1	-2	3	-11	0	1.8	-5
CC(=O)n1nc(-c2ccc(C)cc2)nc1NCc1ccco1	-0.1	-6	6	0	13	9	3	-0.2	-4
Cc1ccc(NC(=O)Cn2ccnc2)cc1C	-0.2	5	-6	-2	21	-4	1	1.5	11
O=C(Nc1cccnc1Oc1ccc(Cl)cc1)c1cccc2ccccc12	0.8	9	42	-1	14	-3	2	1.4	-8
O=C(COC(=O)c1ccccc1SCC(=O)N1CCCC1)Nc1ccc(OC(F)F)cc1	-0.5	-2	1	-1	14	7	4	0.5	33
Cc1ccc(NC(=O)COc2ccc(CCO)cc2-n2nc3ccccc3n2)cc1C	0.5	-8	14	-4	2	1	-2	0.7	-30
COc1cccc(C2=NN(C(=O)c3ccc(C)o3)C(O)(C(F)(F)F)C2)c1 (stereo not given)	-1.1	5	13	-13	5	0	1	0.5	0
COc1cccc(-c2nc(C=O)cs2)c1	-1.1	-4	10	-11	0	6	4	1.3	-10
Cc1cc(C(=O)N/N=C/C=C/c2cccc([N+](=O)[O-])c2)n[nH]1	-0.6	4	4	-3	-3	-2	3	5.9*	-1
COc1ccc(CC(=O)Nc2c3c(nn2C(C)(C)C)CS(=O)(=O)C3)cc1	0.0	11	-7	-2	15	-3	-1	-0.5	2
Cc1cc(-c2ccc(C(C)C)c(S(=O)(=O)NCc3ccco3)c2)on1	0.0	-5	8	-3	8	3	-3	0.3	11
COc1ccc(NC(=O)c2cc(-c3ccc(OC)c(OC)c3)nc3ccccc23)c(OC)c1	0.2	0	10	-1	-12	-18	4	0.9	1
CCCCn1c(=O)c(-c2ccccc2)c(O)c2ccccc21	-0.3	5	-7	-6	-22	-7	1	0.5	-12
CN(c1ccccc1)S(=O)(=O)c1cccc(C(=O)Nc2ccc3c(c2)CCC3)c1	0.4	1	26	-4	-3	15	-7	0.3	-33
C=CCOc1nc2c(c(=O)n(C)c(=O)n2C)n1C	-0.3	0	-9	-1	0	-1	5	0.0	-4
c1ccc(COc2ccc(Oc3nc(N4CCCCC4)nc(N4CCOCC4)n3)nn2)cc1	0.0	0	7	0	10	1	1	-1.0	21
O=C1C(=O)N(CCCO)C(c2ccc(Br)cc2)/C1=C(\O)c1ccc(Br)cc1 (stereo not given)	0.1	-12	18	-5	12	-4	-3	1.0	4
CSCC[C@H](NC(=O)[C@H]1CC[C@H](CNC(=O)[C@@H]2CCCN2)CC1)C(=O)O	0.0	0	-7	-4	3	-6	-2	0.5	5
Cc1ccc(S(=O)(=O)CCC(=O)Nc2cccc(S(=O)(=O)N3CCCCCC3)c2)cc1	-0.1	9	7	-3	7	11	7	0.7	6
COc1ccc(NC(=O)c2ccc(N3CCCC3=O)cc2)cc1Cl	-0.3	-7	-2	-2	-20	-8	6	0.2	-22
CCOc1cc(C)nc(NCCc2ccc(OC)c(OC)c2)n1	-0.1	2	-2	0	7	-6	-8	-0.5	-4
CC(C)NC(=O)c1cc2cc([N+](=O)[O-])ccc2s1	-0.8	4	14	-2	20	1	4	1.1	7
COc1ccc(NC(=O)CSc2nnc(-c3cccnc3)o2)cc1	-1.1	-10	-4	0	2	1	2	0.0	-10
O=C(Nc1ccc(Cl)c(Cl)c1)O/N=C/c1ccncc1	-1.2	-10	8	0	-6	4	0	0.8	13
Cc1ccccc1C(=O)NC(=S)N(CCO)Cc1ccccc1	-0.8	10	-9	1	0	7	-1	-1.0	20
COc1ccc(S(=O)(=O)NCCC(C)C)cc1OC	-0.8	-11	-4	-4	-4	12	5	-1.0	1

(cont.)
structure	Tb MetRS inh	CendR NRP1 mod	FAS-TE inh	bovine MsrA act	SKN-1 inh	E coli Lon inh	MT1-MMP act inh	MsrA inh	MLLE-PAM2 inh
Cc1ccccc1OCCC(=O)OCC(=O)Nc1ccc(C)c(S(=O)(=O)N2CCCCC2)c1	-0.3	-2	15	-3	8	17	-1	0.2	-42
COc1ccc(C(=O)c2[nH]c(N)c(C(=O)NCCc3c[nH]c4ccccc34)c2-c2ccc(C(F)(F)F)cc2)cc1	-0.9	6	12	-1	-6	2	8	1.2	.
CCN1CCCC(Sc2nc3c([nH]2)c(=S)n(C)c(=O)n3C)C1 (stereo not given)	0.5	-9	-7	-5	-1	0	-1	4.2	-21
COc1cccc(C(=O)Nc2c3c(nc4c2CCC4)CCCC3)c1	-0.3	-1	-9	-1	4	-7	1	-0.8	1
FC(F)Sc1nc(-c2ccccc2)c(-c2ccccc2)n1C(F)F	0.0	-8	24	-4	22	-3	-7	1.2	-80
Cc1noc(C)c1COc1ccc(C(=O)OCC(N)=O)cc1	-0.2	5	-2	-4	4	3	1	1.0	-75
CC(C)C(=O)N1CCC2(CC1)Oc1ccc(F)cc1C(=O)C21CC(c2ccccc2)=NO1 (stereo not given)	-0.4	14	14	-8	-8	17	-3	0.8	-7
C#CCOCCOCCOCCNc1nc(N2CCN(C(=O)[C@H](CCCCN)n3cc(CCCC)nn3)CC2)nc(N2CCN(C(=O)[C@H](CCCCN)n3cc(CCCC)nn3)CC2)n1	-0.3	-4	-18	-3	-6	-4	-3	-1.4	30
O=C(O)c1ccc(COc2ccc([N+](=O)[O-])cc2Cl)cc1	1.4	-8	-4	-1	10	-6	2	1.0	-1
COc1ccc(C2c3[nH]c4ccccc4c3CCN2C(=O)c2ccccc2C(C)=O)c(F)c1 (stereo not given)	0.4	10	10	0	30	5	3	0.2	9
CCN(CC)CCCNC(=O)C1CCCN(c2nnc(N3CCCC3=O)s2)C1 (stereo not given)	-0.1	6	-9	-2	8	-7	1	-0.1	4
CCOC(=O)Cc1csc(NC(=O)C(NC(=O)C2CCC(C)CC2)C(C)C)n1 (stereo not given)	-0.5	0	-1	-2	5	-5	-3	0.5	-5

Retrieved by structure from the list above:
structure	Tb MetRS inh	CendR NRP1 mod	FAS-TE inh	bovine MsrA act	SKN-1 inh	E coli Lon inh	MT1-MMP act inh	MsrA inh	MLLE-PAM2 inh
O=C(O)c1ccc(COc2ccc([N+](=O)[O-])cc2Cl)cc1	1.4	-8	-4	-1	10	-6	2	1.0	-1
C#CCOCCOCCOCCNc1nc(N2CCN(C(=O)[C@H](CCCCN)n3cc(CCCC)nn3)CC2)nc(N2CCN(C(=O)[C@H](CCCCN)n3cc(CCCC)nn3)CC2)n1	-0.3	-4	-18	-3	-6	-4	-3	-1.4	30
